FLuc modulator: firefly luciferase modulation, counter-screen for miR-21 project | P08659 | purified FLuc, Km substrates, luminescence inhibition | Potency, µM (top dose mostly 57.5 µM), for inactives: at the highest dose activity change, negative = inhibition, hits mostly inhibitors | 6.9% of 360,000 active | AID 588342;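 also: potency is read from the fitted curve at half-maximal effect; plate controls were vehicle for no effect and reference inhibitor for full effect; nearly all actives have a fitted effect of over 55% in size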
Target sequence (P08659 whole entry, looked up): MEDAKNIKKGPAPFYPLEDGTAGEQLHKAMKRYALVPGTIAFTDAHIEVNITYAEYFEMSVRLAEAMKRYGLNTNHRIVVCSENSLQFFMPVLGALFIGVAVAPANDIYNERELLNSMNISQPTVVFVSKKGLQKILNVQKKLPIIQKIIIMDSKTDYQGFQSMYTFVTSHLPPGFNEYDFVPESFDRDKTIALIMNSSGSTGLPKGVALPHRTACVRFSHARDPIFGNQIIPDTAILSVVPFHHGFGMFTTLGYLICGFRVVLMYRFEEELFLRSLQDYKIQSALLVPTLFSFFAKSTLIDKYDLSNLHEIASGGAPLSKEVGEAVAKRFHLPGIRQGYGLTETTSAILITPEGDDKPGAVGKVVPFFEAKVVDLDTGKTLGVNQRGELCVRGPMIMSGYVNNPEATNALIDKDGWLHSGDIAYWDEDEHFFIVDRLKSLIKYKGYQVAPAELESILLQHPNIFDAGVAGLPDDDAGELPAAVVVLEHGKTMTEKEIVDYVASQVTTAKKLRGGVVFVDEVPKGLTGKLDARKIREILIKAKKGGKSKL
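Biochemical qHTS of compounds, final roughly 60 µM downward over six points, against 10 nM purified firefly luciferase using Km concentrations of substrates (10 uM D-luciferin, 10 uM ATP) in Tris acetate pH 7.5 buffer; luminescence output.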
Gal4-VP16 FLuc: inhibits Gal4-VP16 luciferase reporter, ROR gamma counter-screen. Drosophila S2 Gal4-VP16 UAS-luciferase, luminescence, 20 h. Potency, µM (highest dose often 53.6 µM), inactives show top-dose activity, negative = inhibition, actives largely listed as inhibitors. 3.5% of 310,000 active;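 also: Gal4-VP16 expression switched on by copper sulfate through the metallothionein promoter; potency is read from the fitted curve at half-maximal effect; % is scaled to controls: 0 for no effect and ±100 for the full control effect; nearly all actives have a fitted effect of over 50% in size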
RORgamma inh: inhibitors of mouse ROR gamma transcriptional activity; Drosophila S2 Gal4-RORgamma UAS-luciferase reporter, 20 h; P51450; 5.4% of 310,000 active; Potency, µM (titrated, usually from 53.6 µM), for inactives: at the highest dose activity change, negative = inhibition, usual class: inhibitors; AID 2551; also: potency is read from the fitted curve at half-maximal effect; % is scaled to controls: 0 for no effect and ±100 for the full control effect; nearly all actives have a fitted effect of over 60% in size
Target sequence (P51450 whole entry, looked up, the tested form may be a part): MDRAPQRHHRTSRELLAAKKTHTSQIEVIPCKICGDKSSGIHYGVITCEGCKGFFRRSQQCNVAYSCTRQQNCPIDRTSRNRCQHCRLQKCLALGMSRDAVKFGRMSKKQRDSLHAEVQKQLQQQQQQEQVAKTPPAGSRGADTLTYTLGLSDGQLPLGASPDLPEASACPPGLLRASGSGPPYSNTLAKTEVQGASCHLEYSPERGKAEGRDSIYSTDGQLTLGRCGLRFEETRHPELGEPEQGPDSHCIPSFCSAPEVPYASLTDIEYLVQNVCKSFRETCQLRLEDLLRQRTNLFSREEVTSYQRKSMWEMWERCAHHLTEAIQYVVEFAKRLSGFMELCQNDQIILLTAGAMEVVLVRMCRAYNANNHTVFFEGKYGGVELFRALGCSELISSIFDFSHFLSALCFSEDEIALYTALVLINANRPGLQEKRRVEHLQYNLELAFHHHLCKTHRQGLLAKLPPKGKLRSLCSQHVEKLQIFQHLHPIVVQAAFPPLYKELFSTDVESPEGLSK
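Luciferase reporter read in Schneider cells carrying Gal4-RORγ (mouse) and UAS-Photinus luciferase; cells given compound 1 h before 700 uM copper sulfate induction, then incubated 20 h at ambient temperature.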
NPC1 promoter act: activates the NPC1 promoter | Huh7 NPC1 promoter luciferase reporter, 24 h | 2.4% of 320,000 active | Potency, µM (highest dose often 9.22 µM), inactives show at the top dose activation, hits mostly activators;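 also: potency is read from the fitted curve at half-maximal effect; % of control where 0% means no effect; nearly all actives have a fitted effect of over 60% in size; reporter is driven by a mutant NPC1 promoter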
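Readout is luciferase luminescence, reflecting NPC1 promoter activation in stably transfected Huh7 cells after 24 h compound exposure at 37 °C in reduced-serum medium with 10% FBS.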
Giardia kill: kills Giardia lamblia | Giardia lamblia trophozoite viability | activity change, % at 7.66 µM, hits read low | 0.15% of 340,000 active | AID 540267; in the data active = activity change below about -80%; inconclusive = between about -30% and that limit;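 also: parasites exposed to compound for two days anaerobically before the ATP read; % is scaled to controls: 0 for no effect and ±100 for the full control effect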
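Killing of trophozoites was scored by loss of ATP luminescence after a 48 hrs anaerobic exposure to compounds at 37 deg C, using 100 cells per well.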
uPA surface inh: blocks generation of uPA at the cell surface | Potency, µM (series often up to 38.3 µM), without a hit: at the highest dose activity change, negative = inhibition, usual class: inhibitors | cell surface uPA generation assay, qHTS | 0.31% of 330,000 active; active = well fitted inhibition curve with a large enough effect; inconclusive = small, poorly fitted or top-dose-only effect; inactive = no such curve, though single readings can be large or run the other way; tested in mouse RAW 264.7 cells; also: potency is read from the fitted curve at half-maximal effect; % is scaled to controls: 0 for no effect and ±100 for the full control effect; nearly all actives have a fitted effect of over 55% in size
Rab9 prom act: Rab9 promoter activation. Huh7 Rab9 promoter-luciferase reporter, luminescence, 24 h. Potency, µM (doses to about 9.22 µM), for inactives: at the highest dose activation, negative = inhibition, most hits filed as activators. 2.8% of 320,000 active. AID 485297; also: potency is read from the fitted curve at half-maximal effect; % of control where 0% means no effect; nearly all actives have a fitted effect of over 60% in size
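Huh7 cells stably carrying Rab9 promoter–luciferase reporter, plated 1500 cells/well, compound added after 2 h and incubated 24 h at 37 °C; luciferase luminescence then read after 10 min with detection reagent.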
Coupling enz: counter-screen for Giardia aldolase inhibitors: coupling enzyme system; coupling enzyme system counterscreen, AmpLite Red fluorescence; 0.67% of 290,000 active; AID 2472; activity change, negative = inhibition, % at 58.2 µM, hits read low; in the data active = activity change below about -30%; also: % is scaled to controls: 0 for no effect and ±100 for the full control effect
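Counterscreen of the coupled detection system alone, without aldolase: glyceraldehyde-3-phosphate coupling enzymes plus AmpLite Red readout. Compounds at 57.5 uM final, 10 min RT preincubation, 20 min RT reaction, fluorescence 525/598 nm.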
ELG1 genotox: genotoxicity induction in ELG1-luciferase HEK293T cells; 1.3% of 330,000 active; Potency, µM (doses to about 46 µM), without a hit: top-dose activity change, positive = activation, usual class: activators; HEK293T ELG1-luciferase reporter, luminescence, 16 h; also: potency is read from the fitted curve at half-maximal effect; % of control where 0% means no effect; nearly all actives have a fitted effect of over 60% in size
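Quantitative HTS format in 1536-well plates. HEK293T ELG1-luciferase reporter cells receive test compound and are incubated 16 hr at 37 °C, 5% CO2; ONE-Glo added, 30 min room temperature, then luminescence read.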
Tb PFK block: T. brucei PFK enzyme inhibition | Potency, µM (highest dose often 57.5 µM), inactives show at the top dose activity, negative = inhibition, usual class: inhibitors | O15648 | 0.17% of 330,000 active | T. brucei PFK, ADP-Glo luminescence | AID 485367;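 also: potency is read from the fitted curve at half-maximal effect; 0% = uninhibited 1x PFK enzyme wells and -100% = no-enzyme wells; nearly all actives have a fitted effect of over 60% in size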
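PFK 1.25 nM, F6P 0.5 mM, ATP 0.1 mM, 0.1 M TEA pH 8.0, 5 mM MgCl2, 0.01% Tween20, 0.1% BSA; 45 min RT. ADP-Glo readout. qHTS titration up to 57 uM; curves fitted, compounds curve-classed.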
KCNH2 3.1 inh: KCNH2 3.1 (human) potassium channel inhibition; U2OS KCNH2 3.1, thallium flux FluxOr; hits give low values; activity change, % (tested at about 1.8 µM); 0.95% of 340,000 active; AID 720553;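 active = maximum activity change below -70%; inconclusive = maximum activity change from -70% to -50%; inactive = maximum activity change above -50%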;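 also: thallium influx rate constant from kinetic fluorescence after stimulation buffer; % is scaled to controls: 0 for no effect and ±100 for the full control effect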
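Kinetic fluorescence (2 min after stimulation buffer) measures Tl+ influx through KCNH2 3.1 expressed by viral transduction in U2OS cells; the rate constant is normalized against DMSO controls serving as positive and negative references.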
Starred values were filed as active, the others as inactive; ? = inconclusive; . = no result given; [ ] = dose if it differs, or a comment. Unless noted, calls follow the shape of the dose curve; as a rule, active = well fitted curve in the direction sought with a large enough effect; inconclusive = small, poorly fitted or top-dose-only effect, or another doubt; inactive = no such curve, though single readings can be large; an effect the other way counts as inactive or inconclusive.

Value order – ELG1 genotox | uPA surface inh | RORgamma inh | Coupling enz | Tb PFK block | Rab9 prom act | KCNH2 3.1 inh | Giardia kill | Gal4-VP16 FLuc | FLuc modulator | NPC1 promoter act
- CN(C)c1ccc(C=C2C(=O)OC3(CCCC3)OC2=O)cc1
→ 5% | -2% | -1% | 4 | -8% | -1% | 0 | -12 | 8% | 24µM* | -2%
- O=c1ccc2cc3c([nH]c4ccc(Br)cc43)oc-2c1O
→ 0% | . | 10% | -10 | ? | 3% | . | . | 0% | -3% | 3%
- CCOC(=O)C1CCN(C(=O)CN(c2cc(OC)ccc2OC)S(=O)(=O)c2ccccc2)CC1
→ 1% | -1% | -1% | 2 | 0% | 3% | -13 | 1 | -7% | 10% | -2%
- COc1ccc(NS(=O)(=O)c2ccc(O)c(NS(=O)(=O)c3ccc(NC(C)=O)cc3)c2)cc1
→ 0% | -10% | . | . | 4% | . | -10 | -5 | . | . | .
- CC[C@]12c3[nH]c4cc(CCC(=O)N(C)C)ccc4c3CCN1C(=O)[C@@H](CC(=O)NCCCN(C)C)C[C@@H]2C(=O)N1CCN(C(=O)C2CC2)CC1
→ 0% | -4% | . | . | -5% | . | 36 | 5 | . | . | .
- COc1ccc2sc(-c3ccc(N(C)C)cc3)c(C#CC(C)(C)O)c2c1
→ 6% | -2% | . | . | 0% | 0% | -38 | -29 | . | -3% | 1%
- CN1C(=O)CS(=O)c2ccc(C(=O)NC3CC3)cc21 (centres undefined)
→ 0% | -6% | 16% | 5 | 5% | 7% | -3 | 20 | 8% | 0% | -1%
- CCc1noc(C)c1C(=O)NCCc1ccccc1
→ 16µM* | 2% | . | . | -5% | ? | 14 | 13 | . | ? | ?
- COc1cc(/C=N/Nc2nncc3ccccc23)cc(OC)c1OC
→ ? | 3% | ? | 0 | -1% | ? | -6 | -10 | 11µM* | 8.5µM* | 1.6µM*
- O=S(=O)(O)c1nc2ccccc2n1Cc1cccc2ccccc12
→ -1% | . | 9% | 1 | 0% | 1% | . | . | -22% | -9% | -1%
- CCC(C)SCC(=O)Nc1ccc(S(=O)(=O)N2CCOCC2)cc1OC (centres undefined)
→ -3% | -10% | 21% | 7 | -1% | -2% | 19 | 6 | -2% | 1% | 0%
- O=C(c1cccnc1)N1CCN(C/C=C/c2ccccc2)CC1
→ -2% | 3% | 22% | 0 | 3% | -1% | 0 | 0 | 4% | -1% | -3%
- Cc1ccc(NC(=O)CN(C)C(=O)Cn2cc(C(F)(F)F)cc(Cl)c2=O)cc1
→ -1% | 0% | -28%[10 µM] | 4 | -3% | -6% | 4 | 7 | 0% | 4% | -5%
- COc1ccccc1N1CCN(C2CCN(C(=O)COc3ccccc3)CC2)CC1
→ -4% | -2% | -2% | -2 | 1% | 1% | 2 | -18 | 7% | -2% | -9%
- COc1cccc(C(=O)Cn2c(NCCO)nc3ccccc32)c1
→ 0% | 1% | 43% | 6 | 2% | 1% | -1 | -9 | -11% | -2% | -2%
- CC(=O)N1CCOc2ccc(S(=O)(=O)N3CCCCC3)cc21
→ 1%[9.26 µM] | 4% | -1% | -8 | -7% | 1% | -2 | -14 | -4% | 3% | -8%
- COc1ccc(-c2nc3ccncc3[nH]2)cc1OC
→ 10% | -12% | -9% | 1 | 0% | -1% | 0 | -13 | 8% | ? | 0%
- O=C(Nc1cn(-c2ccccc2)nc1-c1cccs1)c1ccco1
→ 0% | 2% | -7%[10 µM] | 1 | -2% | -7% | -3 | -1 | 1% | 17µM* | 13%
- CCOC(=O)CC(NC(=O)c1cc2cc(Cl)cc(Cl)c2oc1=O)c1cccc([N+](=O)[O-])c1 (centres undefined)
→ 1% | -2% | -13% | -4 | 0% | 0% | 6 | -8 | 4% | 0% | 0%
- O=C(Nc1c2c(nn1-c1ccccc1)CS(=O)C2)c1ccc2c(c1)OCO2 (centres undefined)
→ -3% | -1% | 4% | . | 2% | -1% | . | -2 | -15% | 10% | -5%
- CCc1nnc(SCC(=O)N2CCCC(N3CCN(c4ccccc4C)CC3)C2)o1 (centres undefined)
→ -13% | 1% | 0% | . | -1% | 2% | 6 | -10 | 3% | -1% | -1%
- Cc1ccc(NS(=O)(=O)c2ccc(-c3ccc(=O)[nH]n3)o2)c(C)c1
→ 0% | 0% | 19% | -1 | -1% | -4% | 5 | -27 | -5% | 0% | -2%
- CC(C)CNC(=O)C1CCCN(S(=O)(=O)c2ccc(-n3cnnn3)cc2)C1 (centres undefined)
→ 2% | 3% | 5% | 2 | 2% | 1% | -18 | 26 | -10% | 3% | 2%
- N#Cc1c(-c2ccccc2Cl)noc1/C=C/Nc1ccc(C(=O)O)cc1
→ 11% | 14% | -29% | 10 | -3% | 6% | 1 | 2 | -15% | 24µM* | 5%
- CN(C)c1ccc(S(=O)(=O)NCC(=O)NCCC2=CCCCC2)cc1[N+](=O)[O-]
→ -1% | -3% | . | . | -1% | -1% | -27 | 0 | . | -2% | 2%
- CC1NC2(C(=O)N(Cc3ccccc3)c3ccccc32)C2C(=O)N(c3ccccc3)C(=O)C12 (centres undefined)
→ -1% | 9% | 35% | 0 | -1% | -2% | -6 | 11 | 3% | 0% | -1%
- CN1CCN(CC(=O)c2ccccc2F)CC1
→ -5% | -1% | -9% | 1 | -5% | -1%[1.84 µM] | ? | -6 | 6% | -2% | -3%
- CN(C)CCNS(=O)(=O)c1ccc2c3c(cccc13)C(=O)N2
→ -7% | 6% | 2%[1.91 µM] | -3 | -5% | -2% | 5 | 12 | 7% | -10% | 7%
- Cc1ccc(N(Cc2ccccc2F)S(C)(=O)=O)cc1C
→ -3% | . | 11% | 4 | 1% | 3% | -12 | -6 | -3% | 7% | -1%
- CCOC(=O)N1CC=C2C(C#N)=C(N)C(C#N)(C#N)[C@H](c3ccsc3)[C@H]2C1
→ -1% | . | 2% | 1 | -1% | 9% | 9 | 4 | 0% | 0% | -7%

Rewritten with tabs: 4 of the compounds above.
mol	ELG1 genotox	uPA surface inh	RORgamma inh	Coupling enz	Tb PFK block	Rab9 prom act	KCNH2 3.1 inh	Giardia kill	Gal4-VP16 FLuc	FLuc modulator	NPC1 promoter act
CCc1nnc(SCC(=O)N2CCCC(N3CCN(c4ccccc4C)CC3)C2)o1 (centres undefined)	-13%	1%	0%	.	-1%	2%	6	-10	3%	-1%	-1%
Cc1ccc(NS(=O)(=O)c2ccc(-c3ccc(=O)[nH]n3)o2)c(C)c1	0%	0%	19%	-1	-1%	-4%	5	-27	-5%	0%	-2%
CC(C)CNC(=O)C1CCCN(S(=O)(=O)c2ccc(-n3cnnn3)cc2)C1 (centres undefined)	2%	3%	5%	2	2%	1%	-18	26	-10%	3%	2%
N#Cc1c(-c2ccccc2Cl)noc1/C=C/Nc1ccc(C(=O)O)cc1	11%	14%	-29%	10	-3%	6%	1	2	-15%	24µM*	5%

(more compounds)
Value order – ELG1 genotox | uPA surface inh | RORgamma inh | Coupling enz | Tb PFK block | Rab9 prom act | KCNH2 3.1 inh | Giardia kill | Gal4-VP16 FLuc | FLuc modulator | NPC1 promoter act
- CCOC(=O)CSc1nc2ccccc2n1CC(=O)N1CCN(c2ccccc2)CC1
→ -5% | 5% | 21% | 0 | -1% | 10% | -11 | -3 | 5% | -8% | -2%
- Cc1ccc(NC(=S)N2CCCCC2)cc1C
→ 14% | 1% | 4.5µM* | -1 | -3% | 26% | 3 | 2 | ? | 24µM* | -2%
- NS(=O)(=O)c1ccc(CNC(=O)/C=C/c2ccco2)cc1
→ 0% | -11% | 7% | 0 | ? | 1% | 3 | 7 | 1% | -3% | -1%
- CCOC(=O)C1(CCOc2ccccc2)CCN(Cc2ccc3c(c2)OCCO3)CC1
→ -10% | -7% | 1% | -1 | 2% | -7% | -39 | -5 | -4% | 3% | -3%
- Cc1ccc(C(=O)COC(=O)c2cnccn2)cc1
→ 1% | 3% | 43% | 3 | 2% | 2% | 12 | 20 | 4% | 6.7µM* | 6%
- NC(=O)c1ccccc1OCC(=O)c1ccc(Cl)cc1
→ -2% | -2% | 21% | 1 | 0% | 15% | -21 | 9 | 9% | -7% | 1%
- O=C1Nc2ccccc2C1(O)c1ccccc1 (centres undefined)
→ 5% | -10% | 1% | 1 | -5% | -2% | 3 | -5 | -1% | 1% | -8%
- COc1ccc(CCNCC(=O)Nc2ccc(OC(F)(F)F)cc2)cc1OC
→ -5% | 15% | 13% | 2 | -2% | -4% | 8 | -10 | 3% | 9% | -5%
- COc1ccc(Nc2cc(C)nc(N3CCN(C(=O)c4ccc5c(c4)OCO5)CC3)n2)cc1
→ 2% | -3% | . | . | 0% | 1% | -20 | 29 | . | 1% | 5%
- O=S1(=O)NC(=NCCc2ccccn2)c2ccccc21
→ -4% | -2% | 22% | 1 | 0% | -3% | 34 | -2 | -3% | 0% | 0%
- CC1CCN(S(=O)(=O)c2nnc(NC(=O)c3cccc([N+](=O)[O-])c3)s2)CC1
→ -16% | 3% | 7% | -27 | -4% | 0% | -28 | -17 | 1% | ? | -5%
